Source: PubChem BioAssay
A-T KAP1 phos: potential ataxia-telangiectasia treatment. […] A-T fibroblasts, KAP-1 phosphorylation AlphaLISA; neocarzinostatin DNA damage 30 min before lysis. Potency, µM (highest dose often 57.5 µM), inactives show at the top dose activation, most hits filed as activators. 320,000 compounds, 0.19% hits. AID 485349; further: potency means the concentration at half of the fitted maximal effect; % of control where 0% means no effect; nearly all actives have a fitted effect of over 45% in size
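ATM-like activity read as KAP-1 phosphorylation via AlphaLISA donor/acceptor antibody pairs after lysis and 6 hr at 25C. Cells were ATM-null patient fibroblasts ([…], hTERT), dosed 60 min, then exposed to the DSB inducer NCS for 30 min.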
Mito fusion act: mitochondrial division inhibition or fusion activation | S. cerevisiae fusion-defective mutant growth rescue, CellTiterGlo 48 h | Potency, µM (series often up to 46.1 µM), for inactives: at the highest dose growth rescue (activation), usual class: activators | 320,000 compounds, 0.23% hits | AID 485298;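 further: potency means the concentration at half of the fitted maximal effect; % of control where 0% means no effect; nearly all actives have a fitted effect of over 45% in size; temperature-sensitive fusion mutants such as fzo1-1 at 37 °C on non-fermentable ethanol glycerol medium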
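Read-out: ATP-based luminescence (CellTiterGlo, 10 min ambient) reporting growth of fusion-defective ts yeast after 48 hours at 37C on glycerol/ethanol YPEG medium in the presence of compound.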
S-ASM inh: inhibitors of human secretory acid sphingomyelinase | placental ASM, HMU-PC fluorogenic substrate, 60 min | P17405 | AID 504937 | Potency, µM (highest dose often 57.5 µM), inactives show top-dose activity change, negative = inhibition, actives largely listed as inhibitors | 340,000 compounds, 0.006% hits; further: potency means the concentration at half of the fitted maximal effect
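Steps: dispense placental human ASM, pin compound, wait 10 min at room temperature, add HMU-PC0 substrate at 9 uM final, incubate 60 min at 37 °C, add stop solution raising pH to 10, read fluorescence.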
a7 integrin act: integrin-mediated muscular dystrophy alleviation activation. 350,000 compounds, 0.064% hits. Potency, µM (doses to about 38.3 µM), inactives show at the top dose activation, most hits filed as activators. alpha7betagal myoblasts, beta-gal FDG fluorescence, 48 h;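 further: potency means the concentration at half of the fitted maximal effect; 100% = response of the positive control SU9516; nearly all actives have a fitted effect of over 60% in size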
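Alpha7betagal+/- myoblasts (passage 13) were plated 16-24 hr, then exposed to compounds (1:260 dilution of DMSO stock) for 48 hours at 37C. After MPER lysis, β-galactosidase reporter activity was read as FDG fluorescence (ex 480/em 540) after 30 minutes.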
TCR act: T cell receptor activation; primary human leukocytes, anti-CD3, IL-2 HTRF, 48 h; Potency, µM (doses to about 9.22 µM), for the others: at the highest dose activation of IL-2 secretion, actives largely listed as activators; 330,000 tested, under 10 active; AID 504894; further: % of control where 0% means no effect
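48 hr co-incubation of compounds, a-CD3 beads and primary human leukocytes; IL-2 quantified homogeneously by HTRF with anti-IL-2 K and d2 conjugates.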
MLL CXXC-DNA inh: blocks binding of human MLL CXXC domain to DNA | Q03164 | MLL-CXXC / FITC-HOXA9 DNA fluorescence polarization | Potency, µM (highest dose often 115 µM), inactives show at the top dose activity change, negative = inhibition, usual class: inhibitors | 290,000 compounds, 0.037% hits; active means well fitted inhibition curve with a large enough effect in the polarisation, with a control signal flat, not every such curve was filed as active; inconclusive means small, poorly fitted or top-dose-only effect, or effect the other way, or a change in a side signal; inactive means no such curve, though single readings can be large or run the other way; the % refers to the polarisation; further: potency means the concentration at half of the fitted maximal effect
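Fluorescence polarization: 7 uM MLL-CXXC (stock) preincubated 5 min with compounds, then 50 nM fluorescein-HOX-A9 DNA (stock) added; 30 min ambient. Buffer 50 mM Tris-HCl pH 7.5, 50 mM NaCl, 1 mM DTT, 0.05% BSA.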
TSG101-PTAP inh: blocks PTAP/TSG101 interaction to inhibit HIV-1 budding | Q99816 | Fluorescence polarization, FITC-PTAP peptide / Tsg101 binding | Potency, µM (series often up to 115 µM), inactives show at the highest dose activity change, negative = inhibition, most hits filed as inhibitors | 340,000 tested, under 10 active; active means well fitted inhibition curve with a large enough effect in the main read-out, with a control signal flat, not every such curve was filed as active; inconclusive means small, poorly fitted or top-dose-only effect, or effect the other way, or a change in a side signal; inactive means no such curve, though single readings can be large or run the other way; further: potency means the concentration at half of the fitted maximal effect; % of control where 0% means no effect
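Fluorescence anisotropy tracks displacement of a FITC-tagged PTAP peptide (50 nM) from the Tsg101 binding domain (10 uM), following a 20 min room-temperature incubation at pH 7.5.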
Menin MLL FP TR: menin-MLL binding inhibition, Texas Red mutant peptide; AID 1768; O00255; 270,000 compounds, 0.23% hits; Potency, µM (doses to about 61.6 µM), for inactives: at the top dose FP activity change, negative = inhibition, hits mostly inhibitors; Menin + Texas Red MLL mutant peptide, fluorescence polarization; active means well fitted inhibition curve with a large enough effect in the polarisation, with a control signal flat, not every such curve was filed as active; inconclusive means small, poorly fitted or top-dose-only effect, or effect the other way, or a change in a side signal; inactive means no such curve, though single readings can be large or run the other way; the % refers to the polarisation; further: potency means the concentration at half of the fitted maximal effect; % of control where 0% means no effect; many of its hits are not listed in these tables
TSHR antag: antagonists of human thyroid stimulating hormone receptor | P16473 | TSHR-expressing cells, TSH-stimulated cAMP HTRF, 2 h; active compounds read low | activity change, negative = inhibition, % at 11.5 µM | 330,000 compounds, 0.2% hits;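 active means activity change below a set negative limit, meaning inhibition stronger than a set level, cut at about -70% in these data; inconclusive means activity change between two set negative limits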; further: on the % scale 0 is the no-effect control and ±100 the full control effect
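Antagonism was scored as loss of TSH-driven cAMP in TSHR cells, stimulated with 4nM TSH (EC80) for 2 hours at 37 deg C and detected by homogeneous HTRF competition immunoassay.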
MBNL1 CUG block: inhibitors of human MBNL1 binding to CUG repeat RNA | 280,000 compounds, 0.036% hits | Potency, µM (titrated, usually from 57.5 µM), without a hit: at the highest dose activity change, negative = inhibition, hits mostly inhibitors | TR-FRET MBNL1-His/biotin-(CUG)12 binding, 665/545 ratio; active means well fitted inhibition curve with a large enough effect in the signal ratio, with a control signal flat, not every such curve was filed as active; inconclusive means small, poorly fitted or top-dose-only effect, or effect the other way, or a change in a side signal; inactive means no such curve, though single readings can be large or run the other way; the % refers to the signal ratio; further: potency means the concentration at half of the fitted maximal effect; on the % scale 0 is the no-effect control and ±100 the full control effect
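TR-FRET readout: Ex 340 nm, 665/545 nm emission ratio, normalized to buffer-only (basal) and MBNL1-(CUG)12 controls. Complex of MBNL1-His with Biotin-(CUG)12, compounds 92 nM–58 uM, incubated 60 min at room temperature.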
* = called active by the depositor; ? = inconclusive; / = no result given; [ ] = dose if it differs, or a comment. Unless noted, the call rests on the fitted dose curve; in most records, active means well fitted curve in the direction sought with a large enough effect; inconclusive means small, poorly fitted or top-dose-only effect, or another doubt; inactive means no such curve, though single readings can be large; an effect the other way counts as inactive or inconclusive.

mol,A-T KAP1 phos,Mito fusion act,S-ASM inh,a7 integrin act,TCR act,MLL CXXC-DNA inh,TSG101-PTAP inh,Menin MLL FP TR,TSHR antag,MBNL1 CUG block
Cc1cc(NC(=O)C23CCC(C)(C(=O)O2)C3(C)C)no1 (stereo not drawn),1%,0%,-1%,8%,0%,-1%,-4%,-7%,-2,-1%
CN1CCN(C(=S)Nc2ccc(Cl)c(Cl)c2)CC1,2%,-10%,-2%,19%,2%[46.1 µM],0%,-4%,2%,2,-4%[11.5 µM]
C#CCOCCOCCOCCNc1nc(N2CCN(C(=O)[C@H]([C@@H](C)CC)n3cc([C@@H](N)CC(C)C)nn3)CC2)nc(N2CCN(C(=O)[C@H](CCCCN)n3cc([C@@H](N)CC(C)C)nn3)CC2)n1,-9%,4%,-4%,15%,-3%,-18%,-1%,-27%,13,-14%
Cc1nn(-c2ccccc2[N+](=O)[O-])c(=O)c2ccccc12,-6%,3%,1%,23%,11%,8%,-9%,7%,-3,12%
COc1ccc(S(=O)(=O)N(CC(=O)N2CCN(c3ccccc3OC)CC2)c2ccccc2)cc1,-7%,?,-1%,7%,3%,-11%,-8%,-6%,-21,-6%
CC(=O)C1=C(C)Nc2ncnn2C1c1ccc(Cl)cc1Cl (stereo not drawn),/,?,53%[activator],-2%,1%,-12%,-5%,2%,12,6%
Cn1cccc1C(=O)OCc1csc(-c2ccccc2)n1,13%,-12%,-2%,13%,6%,-4%,-4%,9%,10,5%
COc1cccc(CC(NC(C)=O)C(=O)NC2CCN(c3c(Cc4ccccc4)c(C)nc4ncnn34)CC2)c1OC (stereo not drawn),2%,1%,4%,-7%,0%,-16%,-1%,-24%,0,/
O=C(CSc1nc(-c2ccccc2)c(-c2ccccc2)o1)NCCCO,2%,12%,0%,30%,5%,3%,-2%,/,31,10%
Cc1ccc(N2C(=O)c3ccccc3C(C)(C)C2=O)cc1,-6%,5%,0%,20%,3%,5%,0%,3%,33,-10%
COc1ccc2[nH]c3c(NCCCOC(C)C)ncnc3c2c1,3%,-21%,1%,8%,-1%,4%,-2%,-2%,3,-12%
CCc1ccc(NC(=O)CN(C(=O)N2CCN(CC)CC2)S(=O)(=O)c2ccc(C)cc2)cc1,7%,-1%,-2%,-36%[inhibitor],0%,/,0%,/,-2,/
CCOC(=O)C1C(=O)OC2(CCCC2)C1C(=O)OCC (stereo not drawn),0%,-3%,-2%,3%,/,-4%,/,6%,0,5%
Cc1ccc(C)c(N2CCN(c3ncccc3[N+](=O)[O-])CC2)c1,-3%,-16%,-3%,1%,0%,-1%,-2%,26%,-10,15%
CCCc1cc(C(=O)Nc2ccc(C)cc2)no1,12%,0%,3%,7%,-5%,2%,-1%,9%[11.7 µM],-12,1%

Carrying on.
mol,A-T KAP1 phos,Mito fusion act,S-ASM inh,a7 integrin act,TCR act,MLL CXXC-DNA inh,TSG101-PTAP inh,Menin MLL FP TR,TSHR antag,MBNL1 CUG block
CCCCCCSC1=C(C#N)C(c2ccc(O)cc2)CC(=O)N1 (stereo not drawn),1%,9%,2%,12%,7%,13%,-6%,23%,-12,-7%
Cc1cccc(N2C(=O)CC(NNc3nc4ccccc4s3)C2=O)c1 (stereo not drawn),0%,3%,-10%,13%,4%[46.1 µM],12%,-4%,12%,8,1%
COc1ccccc1NC(=O)C(=O)NNC(=O)c1ccco1,15%,11%,0%,-3%,1%,-21%,-2%,-15%,-2,3%
CC(C)(CNC(=O)Cc1ccc(NS(=O)(=O)c2cccc(C(F)(F)F)c2)cc1)N1CCOCC1,8%,-3%,-1%,-2%,-8%,/,-3%,/,8,/
Cc1cc(C(=O)COC(=O)CNC(=O)c2ccc(Cl)c(Cl)c2)c(C)n1Cc1ccco1,-17%,-3%,-5%,3%,1%[46.1 µM],1%,0%,13%,-11,-2%
COC(=O)C1CN(C(=O)C(C)Oc2cc(C)ccc2C(C)C)c2ccccc2O1 (stereo not drawn),15%,-32%,-1%,-2%,3%,9%,-11%,?,-16,-16%
CN(Cc1ccccc1)C(=O)c1[nH]cnc1C(=O)Nc1ccon1,18%,2%,2%,-20%,2%,/,-1%,/,6,/
O=C(Cn1cc(C(F)(F)F)ccc1=O)Nc1ccc(N2CCOCC2)cc1,-2%,2%,0%,6%,-7%,5%,-3%,11%,8,/
O=C(Nc1ccc(C(=O)N2CCOCC2)cc1)Nc1ccc(Cl)cc1Cl,0%,7%,-2%,?,2%,-6%,-3%,9%,6,-5%
CC(=O)Nc1ccc(S(=O)(=O)NCCC(=O)N2CCN(C(c3ccccc3)c3ccccc3)CC2)cc1,0%,-4%,-5%,-13%,5%,/,-1%,/,-7,/
Cc1nc(N)nc(Cl)c1Cc1ccc(Cl)cc1,-4%,-9%,4%,3%,-16%,3%,-8%,-1%,-3,1%
S=C(Nc1ccc(Cl)c(Cl)c1)NN1CCOCC1,2%,-6%,11%,13%,1%[46.1 µM],-5%,-1%,18%,10,-8%
O=C(C1CC1)N(Cc1nc2ccccc2c(=O)[nH]1)Cc1cccs1,7%,-1%,1%,0%,-4%,5%,1%,/,-1,-6%
CCN1CCN(S(=O)(=O)c2ccc(Cl)c(C(=O)N(C)CCOc3ccc(Cl)cc3)c2)CC1,5%,-5%,-2%,-34%,2%,/,-2%,/,-1,/
Cc1ccc(CN2CCN(Cc3cccc(C)n3)CC2CCO)cc1 (stereo not drawn),-3%,-1%,4%,-1%,-8%,4%,-3%,2%,22,1%

Remaining list, next part
mol,A-T KAP1 phos,Mito fusion act,S-ASM inh,a7 integrin act,TCR act,MLL CXXC-DNA inh,TSG101-PTAP inh,Menin MLL FP TR,TSHR antag,MBNL1 CUG block
C/C(=N\NC(=O)c1ccc(O)cc1)c1cccc(NC(=O)c2ccc(Cl)cc2)c1,/,/,-29%,-28%,-63%,/,-6%,/,/,/
COc1ccccc1CN(CC(=O)NCc1ccc2c(c1)OCO2)C(=O)c1ccc2c(c1)OCCO2,-2%,-5%,-2%,-6%,-9%[46.1 µM],-3%,-4%,9%,91,-9%
Fc1ccccc1CNCCC(Cc1ccccc1)c1ccc2c(c1)OCO2 (stereo not drawn),2%,-5%,3%,-42%,5%[46.1 µM],6%,0%,?,2,-8%
CC1Cc2ccccc2N1c1nc(C2CC2)nc2c1nnn2Cc1ccccc1 (stereo not drawn),0%,7%,0%,8%,-4%[46.1 µM],0%,-6%,-13%,-11,-4%
O=C(N/N=C1\CCCc2ccccc21)c1cccc([N+](=O)[O-])c1,/,1%,5%,-19%,-17%,8%,-6%,-2%,16,?
O=C(COC(=O)C1CCN(S(=O)(=O)c2ccccc2)CC1)NC(=O)c1ccc(OC(F)F)cc1,0%,-3%,/,15%,1%,-3%,1%,-1%,0,/
COc1ccc(NC(C)=O)cc1S(=O)(=O)Nc1ccc(C(=O)N2CCCC2)cc1,-8%,-2%,10%,-2%,6%,-8%,-3%,/,23,-3%
Cn1ncc2c(Nc3ccc4ccccc4c3)ncnc21,-5%,3%,-5%,-12%,/,-2%,-6%,14%,-3,?
CCn1c(COc2ccccc2)nnc1SCC(=O)Nc1cc(OC)ccc1OC,-5%,2%,-1%,-7%,-25%,5%,-7%,/,38,-23%
CS(=O)(=O)NCCNc1cc(Cl)ccc1[N+](=O)[O-],6%,-4%,-11%,?,-5%,4%,1%,-3%,-3,?
COc1ccc(C)cc1S(=O)(=O)NC1CCCC1,18%,-3%,-1%,14%,-6%,-5%,-4%,10%,12,-5%
CC(C)N(Cc1cn(C)nc1-c1cccc(Cl)c1)Cc1nccn1C,9%,-7%,-7%,-5%,-6%,-5%,-6%,-26%,-6,-12%
COc1ccccc1NC(=O)NNC(=O)C(C)Oc1ccc2ccccc2c1 (stereo not drawn),-4%,2%,-1%,1%,0%,2%,0%,-1%,-19,0%
Cc1ccc(OCCCCN(C)Cc2ccccc2)c(Br)c1,17%,?,-1%,-50%[inhibitor],3%[46.1 µM],2%,-9%,-17%,11,-14%
CN(C)CCCN1C(=O)C(=O)/C(=C(/O)c2ccc3c(c2)OCCO3)C1c1ccco1 (stereo not drawn),12%,-2%,/,/,/,5%,/,-1%,7,10%
CCOC(=O)c1nn(-c2ccc(C)cc2)c(=O)c2c(N)scc12,/,6%,-3%,-22%,10%[46.1 µM],3%,-1%,19%,7,?
CCCCn1c(SCC(=O)N2CCCC2)nc2c1c(=O)n(C)c(=O)n2C,1%,0%,6%,20%[7.66 µM],0%,-10%,-4%,8%,-9,-9%

Not all compounds are listed. The share of hits here may be higher or lower than overall.
